From PubChem BioAssay
GC-A act: GC-A (human) enzyme activation | P16066 | HEK293 GC-A cells, cGMP TR-FRET, EC30 ANP; 0% at EC30 ANP, 100% saturating ANP | activation, % at 10 µM | hit rate 0.14% among 370,000; in the data active = activation above about 40%
GC-B act: GC-B (human) receptor activation. HEK293-GC-B cells, CNP EC30, cGMP TR-FRET; 0% at EC30 CNP, 100% saturating CNP. activation, % at 10 µM. hit rate 0.11% among 370,000;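 active = activation at 10 µM reaching about 35% in either raw or pattern-adjusted values, limit read from the data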
DAX1 inh-1: DAX1 (NR0B1) inhibition, primary screen; HEK293T StAR-luciferase reporter, SF-1/DAX-1 repression relief; inhibition, % at 6.8 µM; hit rate 1.1% among 370,000; AID 652010;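 active = inhibition above the mean over all tested compounds plus 3 SD, cut at about 3.6% in these data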;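 also: 0% = DAX-1 cells with DMSO and 100% = cells lacking DAX-1 with DMSO; higher inhibition means more luminescence from relief of DAX-1 repression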
ssDAF-12 act: activates DAF-12 receptor from parasite S. stercoralis. HEK293 ssDAF-12/GRIP1 lit1-tk-luc reporter, luminescence; % of 3 µM dafachronic acid response. activation, % at 6.8 µM. hit rate 1% among 370,000;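 active = activation above the mean over all tested compounds plus 3 SD, cut at about 0.9% in these data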;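 also: 0% = DMSO-only wells and 100% = 3 µM delta7-dafachronic acid wells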
SMARCA2 act: activators of SMARCA2 function; MG213 cells, MMTV-luciferase reporter, dexamethasone, overnight; activation, % at 9.1 µM; hit rate 1% among 370,000; AID 652017; in the data active = activation above about 7.8%;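 also: 0% = vehicle wells and 100% = reference activator wells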
hcDAF-12 act: activates DAF-12 receptor from parasite H. contortus; HEK293 hcDAF-12 lit1-tk-luc reporter, luminescence; 0% DMSO, 100% Δ7-dafachronic acid; activation, % at 6.8 µM; hit rate 1.4% among 370,000; AID 652067;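 active = activation above the mean of all tested compounds plus 3 SD, cut at about 5.5% in these data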;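 also: 100% = response to 3 µM Δ7-dafachronic acid high control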
KLK7 zymogen act: activators of human kallikrein-7 zymogen | P49862 | hit rate 0.9% among 370,000 | AID 652039 | purified proKLK7, EDANS-DABCYL substrate fluorescence; 100% is mature enzyme control, 0% vehicle | activation, % at 7 µM;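 active = activation above the mean of all tested compounds plus 3 SD, computed per campaign excluding outliers beyond control limits, cut at about 13% in these data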
Target sequence (P49862 whole entry, looked up): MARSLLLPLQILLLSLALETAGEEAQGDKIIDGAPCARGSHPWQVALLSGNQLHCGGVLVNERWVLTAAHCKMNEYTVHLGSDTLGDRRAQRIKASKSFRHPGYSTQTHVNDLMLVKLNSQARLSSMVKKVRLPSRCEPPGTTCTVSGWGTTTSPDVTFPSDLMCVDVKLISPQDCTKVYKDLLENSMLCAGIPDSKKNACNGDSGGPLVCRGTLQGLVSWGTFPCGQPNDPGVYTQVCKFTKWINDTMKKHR
DAX1 inh-2: NR0B1 (DAX1) inhibition; P51843; HEK293 Gal4-DAX1 luciferase reporter, luminescence; inhibition, % at 6.75 µM; hit rate 0.99% among 340,000; AID 504766;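 active = inhibition above the mean over all tested compounds plus 3 SD, cut at about 4.2% in these data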;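 also: 0% = DAX1-transfected cells with DMSO and 100% = empty-vector control cells with DMSO; inhibition shows as a rise in luminescence from relieved DAX1 repression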
Target sequence (P51843 207-470 limits assumed): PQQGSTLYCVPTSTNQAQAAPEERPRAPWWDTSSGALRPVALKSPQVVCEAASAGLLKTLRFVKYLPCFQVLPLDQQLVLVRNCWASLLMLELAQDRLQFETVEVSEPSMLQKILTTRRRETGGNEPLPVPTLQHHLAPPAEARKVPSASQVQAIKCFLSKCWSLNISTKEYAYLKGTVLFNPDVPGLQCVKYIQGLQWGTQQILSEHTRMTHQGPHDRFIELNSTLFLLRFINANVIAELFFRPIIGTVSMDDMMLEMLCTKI
sPLA2-III inh: Inhibits HGIII-sPLA2 liposome hydrolysis, primary screen; QFRET BODIPY PC-A2 liposome hydrolysis, fluorescence; inhibition, % at 12.2 µM; hit rate 0.56% among 370,000;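 active = inhibition above mean plus 3 SD of compounds lying within the high and low control bounds, cut at about 19% in these data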;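 also: 0% = median of test compound wells and 100% = no enzyme DMSO wells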
Target sequence (Q9NZ20 whole entry, looked up): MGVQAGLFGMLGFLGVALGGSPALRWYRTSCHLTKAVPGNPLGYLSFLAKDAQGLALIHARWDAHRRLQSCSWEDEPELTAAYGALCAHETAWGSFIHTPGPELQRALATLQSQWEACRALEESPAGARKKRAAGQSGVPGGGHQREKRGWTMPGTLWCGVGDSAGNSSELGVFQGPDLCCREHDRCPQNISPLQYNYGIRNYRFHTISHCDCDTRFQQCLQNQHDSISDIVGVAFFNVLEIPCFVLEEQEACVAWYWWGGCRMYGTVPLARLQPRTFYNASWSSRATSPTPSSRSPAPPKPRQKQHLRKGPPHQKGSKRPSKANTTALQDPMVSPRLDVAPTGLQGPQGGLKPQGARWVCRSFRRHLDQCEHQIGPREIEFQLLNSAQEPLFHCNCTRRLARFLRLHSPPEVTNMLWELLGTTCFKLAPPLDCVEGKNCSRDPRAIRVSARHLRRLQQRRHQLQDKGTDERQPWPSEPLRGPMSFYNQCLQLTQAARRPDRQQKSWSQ
hgDAF-12 ag: hgDAF-12 agonism, primary luciferase screen | HEK293 GAL4-hgDAF12 UAS-luciferase reporter, agonist luminescence; normalized to butyrate control | activation, % at 6.8 µM | hit rate 1.8% among 370,000 | AID 687014;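 active = activation above a cutoff set at the mean of all screened compounds plus 3 SD, cut at about 10% in these data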;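 also: 0% = DMSO wells and 100% = sodium butyrate wells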
GAA850 FXN act: activators of GAA850 frataxin (FXN) promoter; HEK293 lucGAA850 FXN promoter luciferase reporter, 24 h; percent of 10 µM SAHA response; activation, % at 6 µM; hit rate 0.56% among 360,000; AID 540364;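 active = activation above the average of all compounds screened plus 3 SD, cutoff fixed separately per campaign, cut at about 7.5% in these data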;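 also: 0% = DMSO wells and 100% = 10 µM SAHA wells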
Numbers without * were called inactive; . = no result given.

SMILES	GC-A act	GC-B act	DAX1 inh-1	ssDAF-12 act	SMARCA2 act	hcDAF-12 act	KLK7 zymogen act	DAX1 inh-2	sPLA2-III inh	hgDAF-12 ag	GAA850 FXN act
CCOC(=O)Cc1cnc(NC(=O)c2ccccc2)s1	2	3	-0.2	-1.6	2	2.5	0.0	-0.8	-4	0.9	0.2
Cc1ccc(S(=O)(=O)Nc2cccc(C(=O)NCC3(N4CCCCC4)CCCCC3)c2)cc1F	-3	-4	6.2*	-0.9	0	1.4	0.4	0.2	-20	-1.4	0.4
Cc1cc(NC(=O)CCC(=O)N(c2ccccc2)C2(C(=O)NC3CCCCC3)CCCC2)no1	-5	-9	-0.3	-1.1	6	-2.5	-0.2	0.5	4	-1.4	-1.9
COc1ccc(NC(=O)C(c2ccccc2F)n2c(=O)c(-c3ccco3)nc3ccccc32)cc1 (configuration not stated)	0	1	2.3	-0.6	-2	1.0	-0.6	.	0	-0.8	.
Cn1c(=O)c2cc(NC(=O)CCc3cccnc3)ccc2n1Cc1ccc(F)cc1	4	4	-0.7	-1.1	-1	-1.3	13*	.	-1	-1.2	-1.0
Cc1ccc(S(=O)(=O)N(CC(=O)Nc2cccc([N+](=O)[O-])c2)Cc2ccc(Cl)cc2)cc1	-3	0	-0.2	-0.5	-2	-1.3	0.3	-0.8	1	2.9	1.3
Cc1ccc(CNc2ncnc3cc(Cl)ccc23)o1	6	2	-1.7	-1.5	-2	-1.3	0.3	-1.6	-2	-4.2	1.7
CC(C)C(=O)N1CCN(c2ccccc2NC(=O)COc2ccc(C3CCCCC3)cc2)CC1	34	-4	-0.2	-1.0	-2	-1.9	-0.3	1.0	3	0.3	2.2
CC1(c2ccccc2)CC(C)(C)N(C(N)=O)c2ccccc21 (configuration not stated)	0	-2	0.5	-1.4	-1	-0.8	0.4	2.5	9	-0.8	-0.6
c1ccc2c(CN3CCCCC3)csc2c1	1	-1	1.5	-0.7	-2	2.9	-0.2	0.3	3	2.0	3.9
Cc1ccc(S(=O)(=O)N2CC(C)N(S(C)(=O)=O)C2)cc1 (configuration not stated)	0	2	0.7	-1.3	-1	-1.9	0.4	-2.0	-3	0.0	-0.2
O=C(NC1CCCCC1)c1cc(Cl)ccc1[N+](=O)[O-]	-4	7	0.1	-1.6	-1	-1.4	0.1	2.9	-2	2.8	-0.5
CCCCNc1ccc2c(c1)OC[C@H](Cc1ccccc1)NS2(=O)=O	0	-1	0.6	-1.5	-3	-1.0	0.1	.	-6	0.9	.
Clc1nssc1=Nc1nncs1	8	12	-0.3	-0.2	1	0.6	-0.4	0.8	5	2.8	3.4
CSc1n[nH]c2nc3c(c(=O)n12)C1(CCCCC1)Cc1ccccc1-3	3	3	0.9	-1.4	-4	0.3	-2.5	-0.8	-2	-1.6	-0.8
Cc1ccc(C2=NN(CC(=O)NCc3ccccn3)C(=O)CC2)cc1	0	6	-0.3	-0.4	-1	0.6	-0.4	-0.4	2	-1.3	2.5
COc1ccc(NC(=O)c2ccco2)c2ccccc12	2	8	-0.6	-1.2	-1	-1.1	-0.1	1.9	5	-0.6	-1.0
Cc1cc(C)c(Cn2cnc(-c3ccc([N+](=O)[O-])cc3)c2)c(C)c1	6	1	0.0	-1.1	-5	-4.0	-0.4	-1.1	-2	-1.7	1.5
COc1cccc(CC(=O)OCC(=O)NC(Cc2ccccc2)C(C)=O)c1 (configuration not stated)	1	-3	-0.9	-0.5	0	-1.4	-0.2	-0.4	0	-0.5	0.6
Cc1ccc(C(=O)O)cc1NC(=O)CN1C(=O)C2C3c4ccccc4C(Br)(c4ccccc43)C2C1=O (configuration not stated)	0	0	-0.1	-1.6	2	-1.0	0.1	0.5	-22	-2.6	1.4
CC(C)(C)C1=Nn2c(nnc2-c2ccccn2)SC1	-1	4	0.3	-1.3	5	0.0	-0.2	0.3	5	-1.3	-2.8
CCOc1ccc(NCc2nc3ccccc3n2CCOc2ccccc2)cc1	1	-4	0.3	-1.2	-3	2.9	-0.1	-0.6	11	7.4	2.9
O=c1nc(-c2ccccc2)c2cc(Cl)ccc2[nH]1	-4	-7	-0.9	-1.1	0	-1.4	14*	-0.8	-7	-2.4	1.0
CCCCc1cc(=O)oc2cc(OCC(=O)N3CCc4ccccc43)ccc12	-2	-10	-0.4	-0.7	-2	-0.8	-0.3	3.2	-4	2.2	0.9
CC(NC(=O)c1ccco1)C(c1cccs1)N1CCN(c2ccc(F)cc2)CC1 (configuration not stated)	4	-4	-1.7	-1.7	-4	-0.6	-0.8	-1.2	7	-2.1	0.7
O=C(C[C@H]1C/C=C\C[C@H](Cc2ccc(F)cc2)C(=O)O[C@@H](c2ccccc2)CNC1=O)N[C@@H](CO)Cc1ccccc1	-1	2	0.4	-1.2	0	-0.7	1.0	0.2	7	-1.2	0.8
C=CCN(CC=C)C(=O)COC(=O)c1n[nH]c2ccccc12	-3	-3	-0.6	-1.0	2	-0.1	0.2	0.5	2	-1.0	-1.7
COc1ccc(-c2nc(SCc3ccccc3)n(S(C)(=O)=O)n2)cc1	1	2	0.6	-0.6	0	1.4	-0.2	1.0	-6	2.5	3.0
COC(=O)C[C@@H]1CC[C@@H]2[C@@H](COc3ccc(NC(=O)Nc4cccc(Cl)c4)cc3C(=O)N2C)O1	3	11	-2.0	-1.3	-5	-3.7	0.7	.	-22	-2.3	.
CCn1c(N2CCN(S(=O)(=O)c3ccccc3)CC2)nc2ccccc21	3	1	-0.1	-0.7	-3	-4.1	0.3	1.3	1	-3.4	-0.4
O=C(Nc1cc(Cl)ccc1-n1cncn1)C1CC1	2	7	-0.2	-0.3	-2	2.1	-0.3	-0.2	5	1.1	-1.4
COc1cccc(C#CC2=CC(=O)CC(C)(C)C2)c1	-2	-1	-0.6	-0.6	7	0.0	-0.6	-0.8	2	1.9	-5.9
COc1cc(OC)cc(C(=O)NC(=S)NNC(=O)Cc2cccs2)c1	-3	1	0.3	-1.2	-5	-1.6	0.2	-0.1	-7	1.8	1.3
Cc1cc(C)c2c(c1)/C(=N/NC(=O)c1cc(C)oc1C)CCC2	9	0	1.0	-1.0	2	1.4	-0.2	1.3	10	8.4	3.0
COc1ccc(C=C(NC(=O)c2ccccc2)C(=O)O)cc1OC	-1	-5	-0.3	-0.8	-1	1.0	-0.4	1.9	6	0.9	2.0
O=C(O)CNC(=O)c1ccc(S(=O)(=O)N2CCOCC2)cc1	5	1	1.0	-2.1	-1	-1.4	0.4	-0.2	3	-2.8	1.9
COc1ccc(/C=C2\SC(=S)N(CCC(=O)Nc3ccccn3)C2=O)cc1OC	0	10	-0.3	-1.2	-3	-0.9	0.0	1.1	5	-1.9	1.6
CC(C)NC(=O)N(C)C[C@@H]1OCc2cnnn2CCCC(=O)N([C@H](C)CO)C[C@@H]1C	1	2	-0.4	-1.1	2	0.3	-0.3	-1.0	5	0.6	0.8
CCC(=O)Nc1ccc(Cl)cc1C(=O)c1ccc[nH]1	-1	-8	.	-1.4	.	3.2	.	.	14	5.3	.
Nc1[nH]c(C(=O)c2ccccc2)c(-c2ccc(F)cc2)c1C(=O)NCCc1c[nH]c2ccccc12	-10	-9	0.2	0.1	-4	0.9	0.1	.	-39	-2.4	.
CSc1cccc(NC(=O)CN(C2CCCCC2)S(C)(=O)=O)c1	-3	-2	-0.6	-1.3	-1	-2.1	-0.4	-0.2	-5	-0.2	2.3
CCCn1cc(CN2CCCC(CNC(=O)c3ccc(F)cc3)C2)c(C)n1 (configuration not stated)	3	4	0.7	0.6	0	-0.9	0.5	-2.1	5	-2.2	0.7
COc1ccc(CCNc2nc(C)nc3c2oc2ccccc23)cc1OC	10	8	-2.0	-2.3	-3	-4.4	0.5	-2.4	-1	-4.7	-0.8
CCC(C)(C)NC(=O)CN(C(=O)CCC(=O)Nc1nccs1)c1ccccc1C	-7	-8	0.1	-1.0	0	-0.8	-0.4	-2.2	1	0.5	0.2
CCn1cc(C(=O)O)c(=O)c2cc(Br)ccc21	0	2	0.5	-1.1	-5	0.9	0.7	0.2	9	-1.1	2.2
CC(=O)Nc1ccc(NC(=O)c2csc([C@H]3C[C@H](O)[C@@H](CO)O3)n2)cc1	-1	9	-0.3	-0.7	-3	-0.3	-0.3	.	16	-1.1	-2.8
CCOc1ccc(NC(=S)N2CCCN(Cc3cc(C)ccc3C)C2)cc1	-8	-10	0.6	-0.6	3	-0.6	0.3	0.5	3	-1.0	-0.9
CCN(CC)c1ccc(C2NC(=O)c3ccccc3N2)cc1 (configuration not stated)	1	-4	7.4*	1.1*	0	7.9*	1.6	-2.2	6	8.9	-4.5
CCn1c(O)c(C2=c3ccccc3=NC2=O)c2cc(Br)ccc21	-14	-10	-0.2	1.0*	-5	4.6	-0.7	.	8	2.7	.
CCc1ccc(NC(=O)[C@H](NC(=O)[C@@H]2Cc3ccccc3CN2)c2ccccc2)cc1	2	-5	0.4	0.0	-1	2.7	0.3	0.0	-12	1.3	0.4
O=C(O)C1(NS(=O)(=O)c2ccc(Cl)cc2)CCCCC1	1	-2	-0.2	-1.3	-2	-1.3	0.2	-0.3	0	8.5	0.0
Clc1ccccc1CO/N=C1\CCCc2nonc21	8	2	0.5	-1.5	0	-1.3	0.1	-0.1	10	0.8	2.6
COc1cc(Cl)ccc1OCc1cc(C(=O)N(C)C2CC(C)(C)NC(C)(C)C2)no1	2	-2	0.5	-0.6	-1	2.0	-0.1	-0.5	2	-0.8	1.7
O=C(/C=C/c1ccccc1)NC(=S)Nc1ccc(CN2CCOCC2)cc1	0	3	-0.3	-1.9	0	-0.9	-0.2	-0.4	-8	1.8	0.2
CCc1c(C)nc(Nc2nc(C)c3ccc(OC)cc3n2)[nH]c1=O	22	11	-0.4	-1.7	0	-2.7	0.4	-1.1	9	-0.6	3.8
Cc1nn(CC(=O)NCCN2CCCCC2C)c(=O)c2cc(-c3ccccc3)nn12 (configuration not stated)	1	-4	-0.1	-0.5	-4	1.1	0.1	0.3	-4	2.8	-0.1
CC(=O)N1CCN(CC(=O)Nc2cc(F)ccc2C)CC1	-1	4	-0.1	-0.9	-2	-0.4	-0.5	0.5	3	-0.4	0.7
CCOc1cc(C(=O)Nc2ccc(NC(C)=O)cc2)ccc1OCC(=O)N1CCCCC1	3	-3	0.6	-1.0	-4	1.8	0.1	-1.8	16	-0.8	2.2
CN(C)N1C(N)=C(C#N)C(c2ccc(Cl)cc2)C2=C1CCCC2=O (configuration not stated)	0	-3	-0.1	-1.0	-1	-1.1	-0.1	-0.9	1	-1.5	0.0

Laid out differently: results already given
> CSc1cccc(NC(=O)CN(C2CCCCC2)S(C)(=O)=O)c1
  GC-A act = -3
  GC-B act = -2
  DAX1 inh-1 = -0.6
  ssDAF-12 act = -1.3
  SMARCA2 act = -1
  hcDAF-12 act = -2.1
  KLK7 zymogen act = -0.4
  DAX1 inh-2 = -0.2
  sPLA2-III inh = -5
  hgDAF-12 ag = -0.2
  GAA850 FXN act = 2.3

> CCCn1cc(CN2CCCC(CNC(=O)c3ccc(F)cc3)C2)c(C)n1 (configuration not stated)
  GC-A act = 3
  GC-B act = 4
  DAX1 inh-1 = 0.7
  ssDAF-12 act = 0.6
  SMARCA2 act = 0
  hcDAF-12 act = -0.9
  KLK7 zymogen act = 0.5
  DAX1 inh-2 = -2.1
  sPLA2-III inh = 5
  hgDAF-12 ag = -2.2
  GAA850 FXN act = 0.7
